# Source: PubChem (National Center for Advancing Translational Sciences (NCATS))
# Lipid storage S3: qHTS Assay for Lipid Storage Modulators in Drosophila S3 Cells; 0.64% of 320,000 active; Drosophila S3 cells, BODIPY lipid droplet fluorescence, 18-24 h; cells fed with added oleic acid; Potency in µM for hits, for the others lipid storage change, negative = inhibition, % at the top dose, mostly 46.1 µM; AID 2685, 2010; active means well fitted inhibition curve with a large enough effect in the signal ratio, with a control signal flat, not every such curve was filed as active; inconclusive means small, poorly fitted or top-dose-only effect, or effect the other way, or a change in a side signal; the % refers to the signal ratio
#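 Drosophila S3 cells loaded with oleic acid (400 uM, as added) and compounds at several concentrations; lipid droplets imaged by 488-nm laser-scanning cytometry, 500–530 nm intensity and object ratio to cell channel. Percent activity normalized to 20 uM Triacsin C.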
# Lipid storage S3 cell count max: second read-out of Lipid storage S3, no call of its own (marks repeat the call); cell number change, %; measured here: cell count max response;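 cells counted by Cell Tracker Red CMTPX staining in the red channel; peak over a dose series mostly up to 46.1 µM; percent activity relative to internal control wells on each plate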
# * marks the source's active call; other numbers are inactive results; i = inactive; ? = inconclusive; . = no result given; [ ] = another dose, or the depositor's remark. On the % scale 0 is the no-effect control and ±100 the full control effect; potency means the concentration at half of the fitted maximal effect. The list is partial. The share of hits here may be higher or lower than overall.
# Under each structure: Lipid storage S3, Lipid storage S3 cell count max
O=C(Nc1nc(-c2ccc(F)cc2)cs1)C1CCN(C(=O)c2ccc(F)cc2)CC1
→ ?, .
CC(=O)c1ccc(NC(=O)c2cc(C)no2)cc1
→ -27%, .
Cc1c(NC(=O)C2CC(c3cccc(Br)c3)=NO2)c(=O)n(-c2ccccc2)n1C (stereo not given)
→ -10%, 6
CCN(CC)C(=O)C1CC(=O)OC1(C)C (stereo not given)
→ ?, .
C=CCNc1sc(C(=O)c2ccccc2)c(N)c1C#N
→ ?, .
Cc1ccc(Nc2nc(C)c3c(n2)CC(C)CC3=O)c(C)c1 (stereo not given)
→ 9%, 14
CC1CC(C)CN(c2cc(=O)n(Cc3ccc(F)cc3)c(=O)[nH]2)C1 (stereo not given)
→ ?, .
O=C(N/N=C/c1ccc(OC(=O)c2ccccc2)cc1)c1cccc(O)c1
→ ?, .
Cc1ccc2sc(N(CCCN(C)C)C(=O)c3ccc(S(=O)(=O)N(C)Cc4ccccc4)cc3)nc2c1C
→ ?, .
COc1cc(N2CCCC2)c(OC)cc1/C=c1/sc2nc3ccccc3n2c1=O
→ -17%, -16
COc1ccc(N2CCN(CC(=O)Nc3ccccc3SC)CC2)cc1
→ ?, .
CCCOc1ccc(C2NC(=O)CCC2[N+](=O)[O-])cc1 (stereo not given)
→ i, -8
CCOC(=O)c1c(NC(=S)Nc2ccccc2)sc2c1CCCCC2
→ 15%, 3
COc1ccc(C(c2nnnn2C2CCCC2)N2CCN(C(=O)c3ccco3)CC2)cc1OC (stereo not given)
→ ?, .
CN(Cc1ccccc1)C(=O)CN1C(=O)NC(C)(c2ccc(C(C)(C)C)cc2)C1=O (stereo not given)
→ ?, .
O=C(CSCc1ccccc1)N1CCN(c2ccc(F)cc2)CC1
→ ?, .
COc1ccccc1N1CCN(C(CNS(=O)(=O)c2ccccc2)c2ccccc2)CC1 (stereo not given)
→ -12%, .
O=C(Cn1cc2c(n1)CCCCC2)Nc1c(F)c(F)cc(F)c1F
→ ?, .
Cc1cccc(CC2CC(=O)N(CCc3ccc4c(c3)OCO4)C2=O)c1 (stereo not given)
→ ?, .
O=C(c1ccccn1)N1CCN(C(=O)c2ccccn2)CC1
→ ?, .
Cc1cc(NC(=O)c2ccc(NC(=O)C(C)Oc3ccccc3)cc2)no1 (stereo not given)
→ -1%, 14
O=C(CSc1nc2nc[nH]c2c(=O)[nH]1)NC1CCCCC1
→ ?, .
CN(CC(=O)Nc1ccccc1Cl)C1CCS(=O)(=O)C1 (stereo not given)
→ ?, .
Cc1nc(C(=O)Nc2cccc(Cl)c2)nn1-c1cc(OC(C)C)c(Cl)cc1Cl
→ 17%, .
CN1CCN(C2CC(=O)N(CCc3ccccc3)C2=O)CC1 (stereo not given)
→ ?, .
O=C(Nc1ccccc1)c1ccc(-c2ccc(Br)cc2)o1
→ -15%, -11
Cc1cc(C)c(NC(=O)CSc2nc3ccncc3[nH]2)c(C)c1
→ i, 6
O=C(COC(=O)CCc1nc2ccccc2s1)Nc1ccc(Cl)cn1
→ 9%, 1
OCC[C@H]1C[C@H](O)[C@@H](O)[C@]2(CCCc3ccccc3O2)O1
→ i, 25
CC(=O)Nc1ccc(S(=O)(=O)NNC(=O)c2ccc3c(c2)OCO3)cc1
→ ?, .
Cc1cccc(N2C(=O)C(O)=C(C(=O)c3cccs3)C2c2ccc(Cl)cc2)n1 (stereo not given)
→ ?, .
Cc1cc(Br)ccc1NC(=O)CN1C(=O)C2CC=CCC2C1=O (stereo not given)
→ ?, .
CC(C)C(OC(=O)CN1C(=O)COc2ccccc21)C(=O)NC1CCCC1 (stereo not given)
→ 1%, -15
COc1cccc(N=C2SC(C(=O)Nc3ccccc3F)CC(=O)N2C)c1 (stereo not given)
→ ?, .
O=C(COc1ccc(S(=O)(=O)N2CCOCC2)cc1)Nc1ccc(Cl)c(C(F)(F)F)c1
→ ?, .
CNC(=O)CSc1nnc(-c2ccco2)n1-c1cccc(OC)c1
→ -11%, 4
CC1Cc2ccccc2N1C(=O)c1cnc2sccn2c1=O (stereo not given)
→ i, .
CCn1ccc(C(=O)Nc2ccc(Cl)cn2)n1
→ ?, .
COc1ccccc1/C=N/NC(=O)C(C)Cn1cnc2ccccc21 (stereo not given)
→ ?, .
O=C(c1ccccc1F)N1CCc2ccccc21
→ ?, .
CC1=C(C(=O)OCc2ccccc2)C(c2ccc(C)o2)C2=C(CCCC2=O)N1 (stereo not given)
→ ?, .
CCN(CC)CCOC(=O)c1c(C)oc2ccc(O)cc12
→ ?, .
O=C(OCc1ccccc1)C1CCCN1C(=O)c1cccs1 (stereo not given)
→ -5%, 3
Brc1ccc(CSc2nnc(-c3cnccn3)n2Cc2ccco2)cc1
→ ?, .
CCC(=O)Nc1sccc1C(=O)OC
→ 12%, 6
ONc1cccnc1-n1nc(C(F)(F)F)cc1C(F)(F)F
→ ?, .
Cn1cccc1-c1nc2ccccc2n1C
→ ?, .
Cc1ccc(OCC(=O)Nc2ccc(N(C)C)cc2)cc1
→ 2%, 2
CCOC(=O)Cn1cnc2c(nnn2-c2ccccc2)c1=O
→ -16%, 15
COC(=O)c1[nH]c2cccc(C)c2c1NC(=O)CN1CCN(C(=O)c2ccco2)CC1
→ ?, .
Cc1cc(C)cc(OCCn2ccnc2)c1
→ ?, .
O=C(C1CC(=O)N(c2ccc(Cl)cc2)C1)N1CCCCCC1 (stereo not given)
→ ?, .
CCN(CC)Cc1c(C(=O)N/N=C/c2ccccn2)nnn1-c1nonc1N
→ ?, .
CCCc1c(C(=O)N/N=C(/C)c2ccncc2)nnn1-c1nonc1N
→ 3%, 9
O=C(Nc1ccc(N2CCOCC2)nc1)c1ccc(C(F)(F)F)cc1
→ -15%, .
COc1ccc(-n2c(SCC(=O)NNC(=O)c3ccc(C)cc3)nnc2-c2ccncc2)cc1
→ ?, .
CCOC(=O)N1CCN(C(=O)CC(C)S(=O)(=O)c2cc3c(cc2C)NC(=O)CO3)CC1 (stereo not given)
→ ?, .
COc1ccc(/C=C/C(=O)NCCc2ccc(S(N)(=O)=O)cc2)cc1
→ ?, .
CCCOC(=O)CSC1=C(C#N)C(c2ccccc2OCC)C(C#N)C(=O)N1 (stereo not given)
→ 10%, 0
NC(=S)NCc1cccnc1
→ -6%, -5

# 5 compounds out of the list above, ordered by their value in Lipid storage S3 cell count max, largest number first.
structure,Lipid storage S3 cell count max
CCOC(=O)Cn1cnc2c(nnn2-c2ccccc2)c1=O,15
CCCc1c(C(=O)N/N=C(/C)c2ccncc2)nnn1-c1nonc1N,9
Cc1ccc(OCC(=O)Nc2ccc(N(C)C)cc2)cc1,2
CCCOC(=O)CSC1=C(C#N)C(c2ccccc2OCC)C(C#N)C(=O)N1 (stereo not given),0
NC(=S)NCc1cccnc1,-5

# Further compounds:
# Under each structure: Lipid storage S3, Lipid storage S3 cell count max
CN(Cc1ccccc1)C(=O)COC(=O)c1cc(NS(=O)(=O)c2cccs2)ccc1O
→ ?, .
Cc1c(Cl)cccc1NC(=O)CNc1cccc(S(=O)(=O)N(C)C)c1
→ ?, .
CCOC(=O)C1CCCN(c2c(NCCc3ccccc3)c(=O)c2=O)C1 (stereo not given)
→ -7%, -8
O=C(CSc1ncc(-c2ccccc2)nn1)NCc1ccco1
→ ?, .
Cc1cccc2sc(NNC(=O)C3COc4ccccc4O3)nc12 (stereo not given)
→ 23%, -1
CCC1(CC)NC(=O)NC1=O
→ ?, .
CCOC(=O)c1[nH]c(C)c(C(=O)NC(C)CC)c1C (stereo not given)
→ ?, .
CN1CCN(C(=O)CC23CC4CC(CC(C4)C2)C3)CC1
→ ?, .
Cc1cccc(Cn2cnc3c(nnn3Cc3ccc(F)cc3)c2=O)c1
→ ?, .
COC(=O)[C@H](C)NC(=O)Nc1ccc(OC)cc1OC
→ ?, .
COc1ccc(S(=O)(=O)N2c3ccccc3OCC2c2ccccc2)cc1 (stereo not given)
→ -16%, .
CCOC(=O)c1c(C)[nH]c(C(=O)COC(=O)C(C)Oc2ccc(Cl)cc2Cl)c1C (stereo not given)
→ ?, .
COc1cccc(/C=N/NC(=S)Nc2cccc(C(=O)O)c2)c1O
→ 1%, -1
CC1(c2ccc3ccccc3c2)NC(=O)N(CC(=O)N2CCN(c3ccccc3O)CC2)C1=O (stereo not given)
→ 85%, 33
CC(C(=O)Nc1ccccc1)c1ccc(-c2ccccc2)c(F)c1 (stereo not given)
→ ?, .
Cn1c(Cl)c(/C=N/OC(=O)C(C)(C)C)c2ccccc21
→ -25%[9.22 µM], -26
CN(Cc1nc(Cc2cccc(F)c2)no1)CC1COCCO1 (stereo not given)
→ 6%, 0
O=C(CCN1C(=O)c2ccccc2C1=O)Nc1ccc(F)cc1
→ ?, .
O=C(Nc1nnc(COc2ccc(Cl)cc2)s1)C1CCCO1 (stereo not given)
→ ?, .
CCCOc1cccc(C(=O)Nc2cccc3ncccc23)c1
→ ?, .
Cc1ccc(S(=O)(=O)N(C)CC(=O)N2CCN(Cc3ccc4c(c3)OCO4)CC2)cc1
→ ?, .
O=S(Cc1ccc(Cl)cc1)CC(O)(c1ccccc1)c1ccccc1 (stereo not given)
→ ?, .
NS(=O)(=O)c1ccc(NC(=S)NC(=O)c2ccc(Br)o2)cc1
→ -9%, -1
COc1ccc(CCNc2nc3ccc(C)cc3n3cnnc23)cc1OC
→ ?, .
O=C(c1ccccc1)N1N=C(c2ccccc2O)CC1c1ccccc1 (stereo not given)
→ ?, .
CC(=O)c1cccc(NC(=O)NNC(=O)c2ccc(-c3ccccc3)cc2)c1
→ 15%, 3
COc1ccc(-c2nnc(SCC(=O)NCc3cccs3)n2C(C)C)cc1
→ ?, .
CCCN1C(=O)c2ccc(C(=O)Nc3nccs3)cc2C1=O
→ ?, .
COC(=O)C(C(C)=O)C1=C/C(=N\S(=O)(=O)c2ccc(C)cc2)c2ccccc2C1=O (stereo not given)
→ ?, .
O=C(CSc1nnnn1-c1ccc(C(=O)O)cc1)NC1CCCCC1
→ i, -29
CCCCSc1nc2ccccc2[nH]1
→ -3%, -1
Cc1ccc(CNC(=O)C2CCN(S(=O)(=O)c3ccc(Br)s3)CC2)cc1
→ ?, .
CCn1c(SCC(=O)NCc2ccco2)nnc1-c1c[nH]c2ccccc12
→ ?, .
Cc1cccnc1NC(=O)CCC(=O)c1cccs1
→ ?, .
O=C(NCCN1CCCCC1)c1cc2ccccc2[nH]1
→ 2%, 6
COC(=O)c1sccc1NC(=O)c1c(C)c(-c2cccc(Cl)c2)nc2ccccc12
→ 13%, -5
CC(=O)C1=C(c2ccccc2)NC(=O)NC1c1ccccc1OCC(=O)Nc1ccccc1 (stereo not given)
→ ?, .
COc1ccc(CCN2CC(C(=O)OCC(=O)NC(C)c3cccc(Cl)c3)CC2=O)cc1OC (stereo not given)
→ ?, .
CN(C)c1ccc(S(=O)(=O)NCC(=O)OCC(=O)c2ccc[nH]2)cc1[N+](=O)[O-]
→ ?, .
COc1cnn(-c2ccccc2)c(=O)c1OC
→ ?, .
Cc1cc(S(=O)(=O)N2CCCOC2CNC(=O)C(=O)NCc2cccs2)ccc1F (stereo not given)
→ ?, .
Cn1cc([N+](=O)[O-])c(C(=O)N/N=C\c2c[nH]c3ccccc23)n1
→ ?, .
CCOc1ccc2oc(=O)cc(CN3CCOCC3)c2c1
→ i, 20
COc1ccc(-c2oc3ncn(Cc4ccco4)c(=N)c3c2-c2ccc(OC)cc2)cc1
→ ?, .
CCCCCCCC(=O)NNC(=O)c1c(O)c2ccccc2n(CC)c1=O
→ 1%, 3

# Reformatted as comma-separated lines: 3 of the compounds above
SMILES,Lipid storage S3,Lipid storage S3 cell count max
COc1ccc(CCN2CC(C(=O)OCC(=O)NC(C)c3cccc(Cl)c3)CC2=O)cc1OC (stereo not given),?,.
CN(C)c1ccc(S(=O)(=O)NCC(=O)OCC(=O)c2ccc[nH]2)cc1[N+](=O)[O-],?,.
COc1cnn(-c2ccccc2)c(=O)c1OC,?,.

# More records.
# Under each structure: Lipid storage S3, Lipid storage S3 cell count max
O=C(Nc1ccccc1SCC1CSc2nc3ccccc3c(=O)n21)c1cccc(Cl)c1 (stereo not given)
→ ?, .
CC(OC(=O)Cn1cnc2ccccc2c1=O)C(=O)N(C)c1ccccc1 (stereo not given)
→ ?, .
O=C(OC1CCOC1=O)c1ccc(Cl)c(S(=O)(=O)N2CCCCC2)c1 (stereo not given)
→ ?, .
Fc1ccc(CO/N=C2\CCCc3nonc32)cc1
→ ?, .
CC(=O)c1cccc(N(C(=O)CNC(=O)c2ccco2)C(C(=O)NC2CCCC2)c2ccncc2)c1 (stereo not given)
→ ?, .
C=CCc1cccc(/C=N/NC(=O)CCCNc2ccc(C)cc2)c1O
→ ?, .
O=S(=O)(c1ccccc1F)N1CCN(Cc2cc3c(cc2O)OCO3)CC1
→ 11%, -2
Cc1cccc(N2N=C(C(=O)Nc3ccc(Cl)c(S(=O)(=O)N4CCOCC4)c3)CCC2=O)c1
→ ?, .
COc1ccc(-c2nnc(SCC(=O)Nc3ncc(C)s3)n2-c2ccccc2)cc1OC
→ ?, .
CN(Cc1cccc(Cl)c1Cl)C(=O)c1ccc(NC(=O)CC#N)cc1
→ 1%, -13
COc1cccc(-n2c(C)nc3c(cnn3-c3ccc(C)cc3)c2=O)c1
→ ?, .
COc1ccc(NC(C)=O)cc1NC(=O)C1CCCN1C(=O)c1cccs1 (stereo not given)
→ ?, .

# By substructure: the compounds so far with a tert-butyl group
# Under each structure: Lipid storage S3, Lipid storage S3 cell count max
CN(Cc1ccccc1)C(=O)CN1C(=O)NC(C)(c2ccc(C(C)(C)C)cc2)C1=O (stereo not given)
→ ?, .
Cn1c(Cl)c(/C=N/OC(=O)C(C)(C)C)c2ccccc21
→ -25%[9.22 µM], -26
